Source: PubChem (Sanford-Burnham Center for Chemical Genomics)
Apaf1 inhib: blocks human Apaf-1 apoptosome activity | 330,000 compounds, 0.71% hits | O14727 | inhibition, % at 20 µM | reconstituted apoptosome caspase-3 activity, DEVD-Rh110 fluorescence; active means inhibition of at least 40% at 20 µM;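 further: plate controls were DMSO wells for no effect and DEVD-CHO caspase inhibitor wells for full effect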
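Material: biochemical Apaf-1 apoptosome reconstitution. Medium: Hepes buffer, pH 7.5. Also added: cytochrome c activation, bis-DEVD rhodamine 110 substrate. Timing: 30 min compound preincubation, 50 min activation, room temperature. Measured by: rhodamine 110 fluorescence at Ex 480/Em 540 nm.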
NLRP3 yeast inh: NALP3 inhibition in yeast. Yeast reconstituted NLRP3/ASC/caspase-1, beta-gal luminescence, 24 h. inhibition, % at 10 µM. 330,000 compounds, 0.39% hits. AID 2825;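 active means inhibition of 50% or more; inactive means inhibition below 50%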;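 further: plate controls were induced DMSO wells for no effect and uninduced yeast grown without galactose for full effect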
SENP8 block-1: SENP8 protease inhibition; 330,000 compounds, 1.2% hits; Q96LD8; inhibition, % at 10 µM; purified SENP8, Z-RLRGG-aminoluciferin cleavage, luminescence; AID 2540; in the data active means inhibition above about 50%
SENP8 block-2: blocks human SENP8 cleavage of Nedd8 substrate; AID 602440; recombinant SENP8, Nedd8 substrate fluorescence; inhibition, % at 20 µM; Q96LD8; 360,000 compounds, 0.64% hits; in the data active means inhibition mostly above about 40%, no sharp cut-off; inactive means mostly below about 27%
SENP1 FRET inh: SENP1 (human) catalytic domain inhibition | recombinant SENP1 catalytic domain, CyPet-SUMO1-YPet FRET cleavage | inhibition, % at 10 µM | 360,000 compounds, 0.21% hits | Q9P0U3 | AID 624204;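 active means inhibition at least 30% at 10 µM, raw YFP signal under a set limit, fluorescence ratio 0.5 to 1.5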;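 further: 0% = enzyme with DMSO and 100% = no enzyme wells; some results filed as inactive read as strong as hits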
Target sequence (Q9P0U3 419-644 limits assumed): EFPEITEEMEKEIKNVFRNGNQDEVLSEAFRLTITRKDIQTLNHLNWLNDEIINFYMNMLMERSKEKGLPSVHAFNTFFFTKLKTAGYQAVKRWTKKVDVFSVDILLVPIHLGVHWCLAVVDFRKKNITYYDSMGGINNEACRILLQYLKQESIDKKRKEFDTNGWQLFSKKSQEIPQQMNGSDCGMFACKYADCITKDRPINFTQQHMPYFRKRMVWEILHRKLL
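Assay system – human recombinant His6-tagged SENP1 catalytic domain enzyme · Input – SENP1 enzyme, 20 pM final · Buffer or medium – Tris pH 8 buffer plus EDTA, NaCl, BME, BSA, NP40, catalase · Schedule – 50 min reaction at room temperature · Technique – FRET read of cyan and yellow fluorescence · Control set – no-enzyme wells low, DMSO-plus-enzyme wells high control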
SENP6 inh: blocks the human protease SENP6; Recombinant SENP6 catalytic domain, aminoluciferin luminescence; inhibition, % at 10 µM; 330,000 compounds, 1.8% hits;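 active means inhibition above about 50% at the single tested dose, limit read from the data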;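 further: plate controls were DMSO wells with enzyme for no effect and DMSO wells lacking enzyme for full effect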
Target sequence (Q9GZR1 628-1112 limits assumed): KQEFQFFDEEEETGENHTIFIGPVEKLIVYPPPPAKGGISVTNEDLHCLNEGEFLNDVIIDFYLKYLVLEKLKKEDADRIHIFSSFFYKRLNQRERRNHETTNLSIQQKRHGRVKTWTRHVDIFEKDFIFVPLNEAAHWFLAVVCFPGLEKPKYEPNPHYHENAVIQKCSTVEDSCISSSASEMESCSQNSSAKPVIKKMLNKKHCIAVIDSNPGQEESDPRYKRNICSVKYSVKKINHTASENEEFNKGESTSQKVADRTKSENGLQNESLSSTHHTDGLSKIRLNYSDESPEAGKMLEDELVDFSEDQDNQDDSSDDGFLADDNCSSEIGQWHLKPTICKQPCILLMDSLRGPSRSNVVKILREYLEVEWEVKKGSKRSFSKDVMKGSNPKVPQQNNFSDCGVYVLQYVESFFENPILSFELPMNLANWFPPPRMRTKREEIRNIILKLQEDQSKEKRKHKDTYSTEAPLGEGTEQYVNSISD
HKDC1 inhibitor: HKDC1 (human) hexokinase inhibition. recombinant HKDC1, G6PDH/diaphorase resazurin coupled fluorescence. inhibition, % at 20 µM. 340,000 compounds, 0.16% hits;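 active means inhibition above about 35% when tested at 20 µM, limit read from the data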;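 further: plate controls were DMSO wells with enzyme for no effect and DMSO wells lacking enzyme for full effect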
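Assay system: in-house recombinant HK5 (HKDC1) enzyme. Input: HKDC1 at 5 µg/mL. Medium: Tris pH 8.0 buffer with MgCl2, Tween-20, BSA, BME. Dosing: single 20 µM dose. Schedule: 90 min reaction incubation at room temperature, dark. Signal: resazurin-to-resorufin fluorescence via G6PDH and diaphorase coupling, 525/613 nm. Controls: DMSO-enzyme wells negative, buffer-substituted wells positive.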
PfG6PD inh: PfG6PD (Plasmodium falciparum) enzyme inhibition. PfGluPho enzyme, NADPH resazurin-diaphorase fluorescence. inhibition, % at 20 µM. 350,000 compounds, 0.78% hits. AID 504690;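 active means inhibition reaching at least a set limit at 20 µM in the primary screen, cut at about 59% in these data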;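 further: 0% = DMSO wells with substrate and 100% = DMSO wells lacking glucose-6-phosphate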
SENP7 block: SENP7 protease inhibition; Q9BQF6; recombinant SENP7, Z-RLRGG-aminoluciferin luminescence, 40 min; 330,000 compounds, 1.5% hits; inhibition, % at 5 µM;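 active means inhibition above about 50% at the single test dose, limit read from the data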;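 further: plate controls were DMSO with enzyme for no effect and no enzyme buffer wells for full effect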
Target sequence (Q9BQF6 706-1050 limits assumed): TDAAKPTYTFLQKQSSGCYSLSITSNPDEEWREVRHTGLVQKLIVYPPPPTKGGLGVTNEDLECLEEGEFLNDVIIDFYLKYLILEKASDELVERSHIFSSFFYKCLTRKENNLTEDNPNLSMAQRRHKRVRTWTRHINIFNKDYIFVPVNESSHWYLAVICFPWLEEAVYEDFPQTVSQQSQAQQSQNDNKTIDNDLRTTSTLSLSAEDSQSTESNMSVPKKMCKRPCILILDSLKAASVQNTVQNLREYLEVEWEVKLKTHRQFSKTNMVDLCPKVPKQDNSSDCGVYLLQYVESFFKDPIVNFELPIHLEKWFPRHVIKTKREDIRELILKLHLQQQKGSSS
The depositor's hits bear a star; i = inactive; / = no result given.

SMILES	Apaf1 inhib	NLRP3 yeast inh	SENP8 block-1	SENP8 block-2	SENP1 FRET inh	SENP6 inh	HKDC1 inhibitor	PfG6PD inh	SENP7 block
Cc1cc(=O)oc2cc(OCC3CC(c4ccc(N(C)C)cc4)=NO3)ccc12 (stereo not given)	5	3	2	-23	-3	11	3	3	-1
Cc1occc1-c1nnc(SCC(=O)Nc2ccccc2-c2ccccc2)n1C	5	10	3	15	-5	12	8	8	15
Cc1cccc(C(=O)N/N=C/c2ccoc2)c1	-3	21	-2	0	2	-11	2	14	-2
OCCNc1nc(N2CCN(Cc3ccccc3)CC2)nc2ccccc12	3	-10	7	-281	0	-16	-1	-10	8
Cc1ccc(S(=O)(=O)N(C#N)c2nc(C)cc(C)n2)cc1	10	2	-6	3	1	-13	2	-7	4
COc1cc(CNCCSc2nnnn2C)cc(OC)c1OC	-23	12	1	22	0	8	-1	-1	0
CC(C)c1ccc(NC(=O)[C@H](NC(=O)[C@@H]2Cc3ccccc3CN2)c2ccccc2)cc1	18	6	-4	8	-1	-11	9	-4	4
COc1ccc2cc3cc(C(=O)N4CCN(Cc5ccc6c(c5)OCO6)CC4)oc3nc2c1	21	37	1	i	-3	-4	3	-3	11
O=C(C1CCCO1)N1CCN(C(=S)Nc2ccc(Cl)cc2Cl)CC1 (stereo not given)	-7	7	-5	12	1	2	-4	-4	-14
Cc1ccccc1C(OCC(O)CN1CCCCC1CCO)c1ccccc1 (stereo not given)	-2	-2	-4	19	-1	-17	-3	12	1
Cc1ccc(S(=O)(=O)N2CCCC2C(=O)NC2=NCCS2)cc1 (stereo not given)	4	12	-3	17	3	5	-12	-20	12
Cc1ccc(NC(=S)NC2CCN(Cc3ccccc3)CC2)cc1C	11	18	-8	6	0	-11	-5	4	-6
CCCCNS(=O)(=O)c1ccc(OCC(=O)OC)cc1	-1	27	1	9	0	-5	-7	-26	5
Cc1cc(C)cc(N2C(=O)CCN(Cc3ccccc3)C2=O)c1	-14	26	4	20	0	-26	8	7	2
CCCN1CCC(NC(=O)Nc2ccc(OC)c(OC)c2)CC1	-7	10	2	7	3	-10	0	11	-1
O=C(NCc1ccccc1)C1=C[C@@H](c2ccc3c(c2)OCO3)C[C@@H](OCc2ccc(CO)cc2)O1	22	-4	-13	-15	2	-14	9	10	-8
CC1CC(C)CN(C(=O)Cn2c(-c3nonc3N)nc3ccccc32)C1 (stereo not given)	4	-17	8	8	-7	6	6	-9	-2
Cc1cc(NS(=O)(=O)c2ccc(Nc3nc(-c4ccc(C)c(C)c4)cs3)cc2)no1	5	8	-8	-70	2	18	-7	-16	7
COc1ccc(NC(=S)N=Nc2c(O)[nH]c3ccccc23)cc1	23	31	-4	30	7	-1	-15	10	-4
Cc1ccc(C(=O)Nc2ccc(C(=O)N3CCCCC3C)cc2)cc1 (stereo not given)	0	-2	-2	28	2	-7	0	0	-6

The last two compounds of the section before open the next one:
SMILES	Apaf1 inhib	NLRP3 yeast inh	SENP8 block-1	SENP8 block-2	SENP1 FRET inh	SENP6 inh	HKDC1 inhibitor	PfG6PD inh	SENP7 block
COc1ccc(NC(=S)N=Nc2c(O)[nH]c3ccccc23)cc1	23	31	-4	30	7	-1	-15	10	-4
Cc1ccc(C(=O)Nc2ccc(C(=O)N3CCCCC3C)cc2)cc1 (stereo not given)	0	-2	-2	28	2	-7	0	0	-6
N#Cc1c(Nc2ccccc2Cl)s[nH]c1=O	-4	15	-3	17	-12	7	5	56	0
Cc1nn(CC(=O)Nc2ccc(Cl)cc2Cl)c(=O)c2ccccc12	3	38	16	22	2	-1	-1	-8	-2
CCC1=NN2C(=N)/C(=C\c3cccn3-c3ccc(OC)cc3)C(=O)N=C2S1	-1	15	2	10	-6	-3	-4	-20	7
Cc1cc2cc(CNC(=O)Cc3ccc([N+](=O)[O-])cc3)ccc2n1C	-2	17	-1	10	6	7	-10	0	-4
Cc1ccc(N)c2c1OCCC2=O	6	3	4	-166	-49	2	-2	0	2
C/C(=N\NC(=O)c1ccc(O)cc1)c1ccc2c(c1)OCCO2	-4	12	-1	7	1	-9	-2	-17	3
CCN1CCN(c2cc(C)c3cc(NC(=O)c4cccnc4Cl)ccc3n2)CC1	10	-7	-4	-62	-8	-2	6	1	-1
CC1=[N+](CC(=O)c2ccccc2)CCn2cccc21	4	5	-4	-108	-22	-1	9	-7	10
CN(C)S(=O)(=O)c1cccc(C(=O)Nc2ccccc2Cl)c1	-10	5	-1	10	0	12	-9	9	6
COC(=O)[C@H](Cc1ccccc1)NC(=O)Cn1cnc2c(NCc3ccccc3)ncnc21	14	/	/	5	-2	/	-5	-3	-3
COC(=O)CSc1ncnc2c1sc1nc3c(cc12)COC(C)(C)C3	6	27	12	-7	-3	2	1	1	-6
COc1ccc(C2=NOC(C(=O)N(C)Cc3ccccc3)C2)cc1 (stereo not given)	-11	17	0	27	1	-6	-9	10	-4
O=C(/C=C/c1cccs1)NC1CCCC1	-2	20	-2	7	0	-8	-5	-4	-3
Cc1ccc(-n2nc(C)c3c(C)c(CCC(=O)NC(C)c4ccccc4)c(C)nc32)cc1 (stereo not given)	17	14	-5	-395	-1	-3	-6	-5	-3
CCNC(=O)N1CCCC(C(=O)c2ccc(C(F)(F)F)cc2)C1 (stereo not given)	-4	16	11	10	1	0	5	-22	-1
CCN(CC)C(=O)[C@H]1CC(CC(=O)NC(C)(C)C)C(=O)N2CCc3c([nH]c4ccccc34)[C@]12C (stereo not given in full)	-2	4	2	-4	-2	-11	-4	-2	-7
CC(Oc1ccc(Cl)cc1Cl)C(=O)Nc1ccc(S(=O)(=O)Nc2cnc3ccccc3n2)cc1 (stereo not given)	9	10	-3	/	/	-15	4	-40	8
COc1ccc(CN(C)Cc2nc(Cc3cccc(F)c3)no2)c2cccnc12	9	0	-9	-24	4	-37	-2	5	-14
COc1ccccc1-n1c(=S)[nH]c2c(sc(=S)n2-c2ccc(C)cc2C)c1=O	-2	14	3	21	0	14	-7	79*	2
O=c1nc(-c2ccccc2)c2ccccc2[nH]1	-1	2	3	-364	-1	3	2	-6	5
CC1(C)COC(c2coc3ccccc3c2=O)OC1	1	23	-9	12	-1	8	-7	-15	10
Cc1cc(C)nc(NS(=O)(=O)c2ccc(NC(=O)Nc3ccccc3F)cc2)n1	3	6	15	10	-1	19	5	28	14
O=C(NNC(=O)c1ccc(Cl)cc1Cl)Nc1ccccc1	-3	3	-9	21	0	-8	-4	-10	-3
CCNC(=O)/C(C#N)=C/c1c(N(Cc2ccccc2)Cc2ccccc2)nc2ccccn2c1=O	24	10	-5	-12	-23	-17	-2	-1	-3
COc1ccc(NC(=O)NCc2ccncc2)c(OC)c1	13	-7	0	25	0	-24	-1	-4	0
CCOc1ccccc1/C=C\c1nc(O)c([N+](=O)[O-])c(=O)[nH]1	8	7	5	20	2	-19	5	-12	0
O=C(Nc1ccc2c(c1)OCO2)c1cccs1	1	31	16	0	3	65*	-2	6	48
Cc1ccc(C(=O)COC(=O)c2nc(Cl)ccc2Cl)cc1	12	7	-14	-5	2	-8	-6	14	3
Cc1cc(C)cc(N(CC(=O)NCc2ccco2)C(=O)CCC(=O)Nc2ccccn2)c1	/	/	/	25	-1	/	-7	2	/
CCN(CC)S(=O)(=O)c1ccc(C(=O)OCC(=O)Nc2ccc(-c3nc4ccc(C)cc4s3)cc2)cc1	-6	-4	6	-395	-12	3	-11	-20	-4
COCCSc1ccccc1C(=O)NCc1ccco1	-16	-3	-2	2	1	-15	-12	8	3
COc1ccc(N(CC(=O)NC(C)C)S(=O)(=O)c2ccc(NC(C)=O)cc2)cc1	0	6	-18	3	1	-5	-7	-5	-8
O=C1/C(=C\c2cccs2)Sc2ccc3ccccc3c21	-8	42	88*	10	4	92*	8	9	98*
CSc1nc2ccccc2n1CC(=O)Nc1ccc(C)c(C)c1	-9	17	1	15	2	-2	-5	3	-1
CCOC(=O)N1CCN(Cc2nc(-c3ccccc3)no2)CC1	0	0	-6	11	0	-21	0	-1	-1
COc1ccc(N2CCN(C(=O)CN3c4cccc5cccc(c45)S3(=O)=O)CC2)cc1	3	26	6	-286	-2	6	3	4	5
CCCc1[nH]n(-c2nc3ccccc3s2)c(=O)c1C=NCCCOC	-8	3	0	20	1	-4	-5	5	8
COc1cc(F)cc(-c2ccc3c(c2)c(-c2cccs2)c(-c2cc(OC)cc(OC)c2)n3C)c1	18	-4	2	-476	-17	2	4	-1	10
CC(=O)C1C(c2ccc(O)cc2)NC(=O)NC1(O)C(F)(F)F (stereo not given)	-3	1	6	18	-2	6	-2	-15	10
O=C1CC(SCCc2nc3ccccc3[nH]2)C(=O)N1c1ccc(Cl)cc1 (stereo not given)	-3	9	4	9	1	9	3	-22	7
CN=C1SC(CC(=O)Nc2ccccc2F)C(=O)N1/N=C/c1ccc(O)c(OC)c1 (stereo not given)	5	-5	1	21	-4	-17	-2	5	-4
COc1ccccc1CN1CC(C(=O)N2CCOCC2)CCC1=O (stereo not given)	-9	11	-8	6	0	-9	-5	-1	17
O=C(O)CC(NC(=O)C12CC3CC(CC(C3)C1)C2)c1ccc(F)cc1 (stereo not given)	12	25	-12	13	1	-1	-2	-6	-10
O=C(Nc1ccccc1)c1cc2ccccc2c(=O)s1	10	59*	3	10	3	49	-5	29	19
COc1ccc(Nc2ncnc3sccc23)cc1OC	3	14	-16	-26	-7	3	1	14	-4
S=c1[nH]nc(CCc2ccccc2)n1-c1ccc(Cl)cc1	3	31	7	-5	3	-12	8	14	6
CCC(=O)N1CCN(c2cc(N3CCN(C)CC3)c(F)cc2[N+](=O)[O-])CC1	-3	9	1	10	-1	-2	-8	33	1
COC(=O)Cc1c(O)ccn(CCc2ccc(S(N)(=O)=O)cc2)c1=O	6	-2	2	12	-2	-2	-3	-1	8
O=C(CSc1nc2ccccc2c(=O)n1CC1CCCO1)N1CCN(c2ccccc2)CC1 (stereo not given)	19	28	4	7	1	1	4	-5	-2
CCCCCCn1c(CN2CCC(C)CC2)nc2c1c(=O)n(C)c(=O)n2C	-2	9	4	4	0	-15	3	3	1
CC1CCN(S(=O)(=O)c2ccc(NC(=O)CN3CCOCC3)cc2)CC1	-18	3	-1	10	1	-7	3	-1	1
COc1ccc(CCNC(=O)CSc2nc3ccccc3o2)cc1	7	20	-14	0	4	-1	0	-19	-8
Cc1c(NC(=O)c2ccc(Cl)c(S(=O)(=O)N3CCCCC3)c2)c(=O)n(-c2ccccc2)n1C	5	2	-2	10	0	-5	-6	-19	4
O=C(Nc1ccccc1Cl)C(=O)c1cn(CC(=O)N2CCOCC2)c2ccccc12	4	19	31	-23	0	44	-6	-8	74*
Cc1cc(C)c(C(=O)C[n+]2cccc(C(N)=O)c2)c(C)c1	14	15	-6	10	-3	-3	-2	7	-10

The order is random; overall some 4.1% were active at least once.
